# High-throughput results as filed in PubChem.
# FadD28 FP inh = inhibitors of FadD28 bisubstrate probe binding, primary screen, biochemical, fluorescence polarization, single point; 360,000 tested, 0.22% active; Mycobacterium tuberculosis FadD28 fatty-acid-AMP ligase; inhibition, % at 12.5 µM; in the data active = inhibition above about 8.5%, passing the limit was not always enough; inconclusive = no clear call, values can overlap the other calls
# BioA inh = M. tuberculosis BioA enzyme inhibitors, primary screen, biochemical, plate reader, single point, HTS; 7,8-diaminopelargonic acid synthase BioA (Mycobacterium tuberculosis); purified M. tuberculosis BioA enzyme; inhibition, % at 9.99 µM; 360,000 tested, 0.096% active; AID 602481, 2012; in the data active = inhibition above about 40%; inconclusive = no clear call, values can overlap the other calls
# MazEF act = activators of E. coli MazEF toxin-antitoxin RNase, primary screen, biochemical, fluorescence, uHTS. FAM/BHQ RNA-DNA oligo cleavage fluorescence, 5 h. Endoribonuclease toxin MazF (Escherichia coli (strain K12)), P0AE70. activation, % at 20 µM. 350,000 tested, 0.32% active; in the data active = activation above about 50%
# Target sequence (P0AE70 whole entry, looked up): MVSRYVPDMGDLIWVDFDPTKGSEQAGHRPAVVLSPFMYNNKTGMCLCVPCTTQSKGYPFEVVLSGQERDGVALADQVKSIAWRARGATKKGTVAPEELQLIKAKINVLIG
# Mtb UGM inh = M. tuberculosis UGM enzyme inhibitors, primary screen, biochemical, fluorescence polarization, single point. purified UGM, fluorescence polarization probe displacement. inhibition, % at 10 µM. 320,000 tested, 0.06% active. AID 504406, 2011; in the data active = inhibition above about 10%, passing the limit was not always enough; inconclusive = no clear call, values can overlap the other calls
# Target sequence (P9WIQ1 whole entry, looked up): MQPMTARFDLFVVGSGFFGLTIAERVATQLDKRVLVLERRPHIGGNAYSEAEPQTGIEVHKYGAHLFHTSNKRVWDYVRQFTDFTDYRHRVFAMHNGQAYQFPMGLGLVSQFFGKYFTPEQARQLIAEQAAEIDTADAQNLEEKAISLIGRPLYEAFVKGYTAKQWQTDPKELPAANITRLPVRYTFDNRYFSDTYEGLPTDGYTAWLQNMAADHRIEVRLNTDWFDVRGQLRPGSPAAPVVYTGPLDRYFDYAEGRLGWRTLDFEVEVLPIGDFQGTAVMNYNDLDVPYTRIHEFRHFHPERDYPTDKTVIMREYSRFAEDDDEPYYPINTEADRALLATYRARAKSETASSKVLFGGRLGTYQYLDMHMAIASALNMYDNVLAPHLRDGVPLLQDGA
# GDH-TPI inh = GDH-TPI coupling enzyme inhibitors, primary screen, artefact control for M. tuberculosis FBA inhibitor project, biochemical, absorbance, full deck; GDH-TPI coupled enzyme counterscreen, NADH absorbance; inhibition, % at 4.8 µM; 360,000 tested, 1.2% active; AID 588335, 2011; in the data active = inhibition above about 30%;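 note: 0% = DMSO wells and 100% = wells lacking the enzyme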
# PrPC surface inh = inhibitors of human cell surface prion protein PrPC, primary screen, cell-based, TR-FRET; TR-FRET read-out; inhibition, % at 13.8 µM; Major prion protein (Homo sapiens), P04156; AID 720596, 2013; 370,000 tested, 0.43% active; in the data active = inhibition above about 24%; note: 0% = median of the test wells and 100% = reference compound wells
# FBA Mtb inh = Mtb FBA enzyme inhibitors, primary screen, biochemical, fluorescence, strain H37Rv; purified M. tuberculosis FBA, fluorescence read-out; inhibition, % at 1 µM; 360,000 tested, 2.3% active; in the data active = inhibition above about 27%;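 note: 0% = vehicle and 100% = reference inhibitor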
# BoNT-F LC inh = BoNT/F light chain protease inhibitors, primary screen, biochemical, flow cytometry, MLPCN library; Botulinum neurotoxin type F light chain protease (Clostridium botulinum); Multiplex microsphere protease cleavage assay; inhibition, % at 10 µM; 360,000 tested, 0.22% active; AID 588497, 2011; in the data active = inhibition above about 35%, passing the limit was not always enough; inconclusive = no clear call, values can overlap the other calls; note: plate controls were buffer without enzyme for full effect and enzyme alone for no effect
# Rv3671c protease = Rv3671c serine protease inhibitors, primary screen, biochemical, fluorescence polarization, M. tuberculosis H37Rv; P9WHR9; inhibition, % at 5.96 µM; 320,000 tested, 0.048% active; AID 2606, 2010; in the data active = inhibition above about 38%;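 note: extracellular domain of Rv3671c used as enzyme; 0% = enzyme with DMSO and 100% = no enzyme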
# Target sequence (P9WHR9 whole entry, looked up, the tested form may be a part): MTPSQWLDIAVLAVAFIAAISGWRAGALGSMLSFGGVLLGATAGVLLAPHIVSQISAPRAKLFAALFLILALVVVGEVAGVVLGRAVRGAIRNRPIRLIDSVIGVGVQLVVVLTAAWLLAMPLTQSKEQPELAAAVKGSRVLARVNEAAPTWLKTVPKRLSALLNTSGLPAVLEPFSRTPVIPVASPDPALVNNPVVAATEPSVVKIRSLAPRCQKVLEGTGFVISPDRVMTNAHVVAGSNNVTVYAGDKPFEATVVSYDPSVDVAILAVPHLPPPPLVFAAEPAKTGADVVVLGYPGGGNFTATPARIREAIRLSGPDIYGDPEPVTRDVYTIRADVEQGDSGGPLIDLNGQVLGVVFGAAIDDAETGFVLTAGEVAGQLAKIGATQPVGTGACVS
# * marks the source's active call; other numbers are inactive results; ? = inconclusive; / = no result given.
# Start of the listing, in advance:
SMILES,FadD28 FP inh,BioA inh,MazEF act,Mtb UGM inh,GDH-TPI inh,PrPC surface inh,FBA Mtb inh,BoNT-F LC inh,Rv3671c protease
CNS(=O)(=O)c1cccc(C(=O)OCC(=O)N2CCN(C(=O)c3ccco3)CC2)c1,-0.2,-0.5,7,-0.8,4,-5,1,-11,-3
CCCCN(C=O)c1c(CC)nc2c(OCc3ccccc3C(=O)OC)cccn12,-1.1,11,/,/,7,2,0,4,/
CCCCn1c(N)c(N(CCOC)C(=O)CSc2n[nH]c(-c3ccc(C)cc3)n2)c(=O)[nH]c1=O,-1.3,/,0,0.6,-6,-1,0,-3,6
N#CCCN1CCN(C2=NC(=O)C(=C3CCCCC3)S2)CC1,-0.2,1.8,-1,-2.5,6,-6,0,0,10
COc1ccc(NC(=O)c2cccc(-c3ccc(O)cc3)c2)cn1,-7.0,3.8,-154,6.0,-2,33*,3,-3,-17
CC(C)(C)c1nc(Sc2ncccc2[N+](=O)[O-])n[nH]1,-2.9,/,-1,1.5,2,-8,0,?,8
O=C(NN1CCOCC1)c1ccccc1F,-1.7,1.0,5,-1.2,-4,5,-4,1,-1
CCc1nc2ccc(C(=O)Nc3cccc(OCC(=O)N(C)C)c3)cn2c1N(C)C(=O)c1cccc(OC)c1,3.2,4.4,/,/,-1,2,-1,27,/
COc1ccc(-c2[nH]ncc2CNC(C)CCn2cccn2)c(F)c1 (stereo not given),-1.8,-0.9,7,-0.2,0,-4,-2,-9,-2
CC(=O)Nc1ccc(-c2ccnc3c2CC(C(=O)Nc2cccc(C(C)=O)c2)O3)cc1 (stereo not given),-3.0,-0.3,/,/,5,-7,8,-4,/

# Main list (from the top)
SMILES,FadD28 FP inh,BioA inh,MazEF act,Mtb UGM inh,GDH-TPI inh,PrPC surface inh,FBA Mtb inh,BoNT-F LC inh,Rv3671c protease
CNS(=O)(=O)c1cccc(C(=O)OCC(=O)N2CCN(C(=O)c3ccco3)CC2)c1,-0.2,-0.5,7,-0.8,4,-5,1,-11,-3
CCCCN(C=O)c1c(CC)nc2c(OCc3ccccc3C(=O)OC)cccn12,-1.1,11,/,/,7,2,0,4,/
CCCCn1c(N)c(N(CCOC)C(=O)CSc2n[nH]c(-c3ccc(C)cc3)n2)c(=O)[nH]c1=O,-1.3,/,0,0.6,-6,-1,0,-3,6
N#CCCN1CCN(C2=NC(=O)C(=C3CCCCC3)S2)CC1,-0.2,1.8,-1,-2.5,6,-6,0,0,10
COc1ccc(NC(=O)c2cccc(-c3ccc(O)cc3)c2)cn1,-7.0,3.8,-154,6.0,-2,33*,3,-3,-17
CC(C)(C)c1nc(Sc2ncccc2[N+](=O)[O-])n[nH]1,-2.9,/,-1,1.5,2,-8,0,?,8
O=C(NN1CCOCC1)c1ccccc1F,-1.7,1.0,5,-1.2,-4,5,-4,1,-1
CCc1nc2ccc(C(=O)Nc3cccc(OCC(=O)N(C)C)c3)cn2c1N(C)C(=O)c1cccc(OC)c1,3.2,4.4,/,/,-1,2,-1,27,/
COc1ccc(-c2[nH]ncc2CNC(C)CCn2cccn2)c(F)c1 (stereo not given),-1.8,-0.9,7,-0.2,0,-4,-2,-9,-2
CC(=O)Nc1ccc(-c2ccnc3c2CC(C(=O)Nc2cccc(C(C)=O)c2)O3)cc1 (stereo not given),-3.0,-0.3,/,/,5,-7,8,-4,/
Oc1cncc(-c2cccnc2)c1,-1.0,-1.5,10,-0.5,5,-7,3,0,-5
COc1ccc(OC)c(CCNC(=O)c2sc3nc4n(c(=O)c3c2C)CCC4)c1,-3.6,-0.1,7,0.3,4,4,0,4,-10
O=C(COC(=O)c1ccccc1-c1nc2ccccc2s1)Nc1ccccc1C(F)(F)F,-2.2,-1.9,8,-3.0,7,-3,0,-4,-4
CCOP(=O)(/C=C(\Cl)c1ccccc1)C(O)c1ccc(F)cc1 (stereo not given),-1.7,3.1,2,1.1,9,4,1,1,-5
CSc1cccc(NC(=O)NNC(=O)C2CCN(S(=O)(=O)N(C)C)CC2)c1,-1.4,-1.0,5,1.6,5,3,-8,4,-8
O=C(C(c1ccccc1)c1ccccc1)N(Cc1ccco1)C1CCS(=O)(=O)C1 (stereo not given),-1.3,/,6,2.9,-3,-4,0,-6,2
CC1CCCN(CC(O)COCc2ccccc2)C1 (stereo not given),-2.9,6.0,1,2.4,11,-3,2,-5,7
COC(=O)[C@@H](NC(=O)Nc1cc(Cl)ccc1C)C(C)C,-1.9,/,-2,-1.5,14,-5,1,1,2
OC(COCC1CC=CCC1)Cn1cnc2ccccc21 (stereo not given),-2.2,0.6,-7,0.3,10,13,0,0,5
CC(=O)Nc1cccc(OCCCOc2cccc([N+](=O)[O-])c2)c1,-3.1,/,5,/,4,2,-2,-8,/
CCN1CCN(c2c(/C=C3\SC(=S)N(Cc4ccco4)C3=O)c(C)c(C#N)c(=O)n2C)CC1,-3.0,/,-409,-9.9,0,-5,-3,1,-1
Cc1cccc2sc(NNC(=O)C3COc4ccccc4O3)nc12 (stereo not given),-1.8,0.9,12,0.8,-13,3,-1,-1,1
Cc1ccc(/C=N/NC(=O)CNC(=O)c2ccc(S(=O)(=O)N(C)C)cc2)o1,-1.6,3.7,2,2.7,5,-2,-3,0,4
COC(=O)c1nnn(-c2nonc2N)c1CSc1nc2ccccc2s1,-5.8,2.0,0,-1.1,7,-4,-3,-8,7
Cc1cc(O)ccc1N/C=C(\C#N)c1nc2ccccc2o1,-1.0,-0.9,13,-0.7,27,7,3,15,-7
COc1ccc(S(=O)(=O)N2CCCC(C(=O)NCc3cccnc3)C2)cc1 (stereo not given),-0.2,-2.8,-1,2.2,4,-1,1,-11,8
Cc1ccc(S(=O)(=O)N2CCC(C(=O)Nc3ccc4c(c3)COC4=O)CC2)cc1,-2.1,-0.1,-1,0.8,2,-8,2,14,-4
CCOc1ccc(/C=N/OCC(=O)Nc2cc(C)on2)cc1,-1.0,0.6,1,-0.8,7,-7,0,-1,-4
N#Cc1c(Cl)cccc1-n1ccnc1,-1.4,-0.3,4,-1.3,6,2,-2,3,-1
CCC1c2ccc(C)n2CCN1C(=O)Nc1ccc(F)cc1 (stereo not given),-1.6,-5.2,-8,4.7,2,-2,3,-9,-11
O=C(NC1CCCCC1)c1ccc(CNc2ccccc2)o1,0.9,0.4,3,-0.2,-4,-2,-3,6,7
O=C(CN(Cc1ccc2c(c1)OCO2)C(=O)CNC(=O)c1ccco1)NC1CCCCC1,0.1,0.9,-3,-1.3,1,13,1,7,9
CC1CN(CC(=O)NCc2ccccc2)CC(C)O1 (stereo not given),-0.2,0.4,0,1.3,12,2,0,-12,-3
CCOCCCNC(=O)CN1C2CCC1CC(O)(c1ccc(OC)cc1)C2 (stereo not given),-2.0,-0.6,-9,1.2,1,-9,3,-5,0
COc1ccc(-n2nnnc2SCC(=O)NCCc2ccccc2)cc1OC,-1.5,/,-34,2.1,-4,-1,0,4,-5
CC(C)(C)c1ccc(NC(=O)CCNC(=O)c2ccco2)cc1,-2.7,-0.5,10,1.1,-10,-1,-3,4,7
Cc1cc(C(=O)OCC(=O)N2CCOCC2)c(C)n1-c1ccccc1,-1.6,0.0,4,1.2,-5,-3,1,1,-8
COc1cccc(CNn2c(-c3cccc(C)c3)nc3ccccc3c2=O)c1O,-3.3,/,14,-0.2,-8,-6,-2,-5,9
COc1cccc(C(=O)N2CCN(S(=O)(=O)Cc3ccccc3)CC2)c1,-1.1,-0.9,-21,-3.6,-3,5,-3,-2,1
COc1ccc2nc(SCC(=O)Nc3c(C)cccc3C)[nH]c2c1,1.1,2.3,4,-2.0,1,1,2,-8,-8
OCCNc1ncnc2ccc(Br)cc12,-3.9,0.2,1,0.8,-6,7,-3,-1,3
COC(=O)c1ccc(N2CCN(c3ccccc3)CC2)c(NC(=O)C2CC2)c1,-3.2,/,9,-1.1,-1,0,-1,-16,11
N#C/C(C(N)=O)=C1/SC(Cc2ccc(F)cc2)C(=O)N1c1ccccc1 (stereo not given),-3.6,/,3,-1.5,6,-3,0,?,11
CSCCC(NC(=O)c1ccc(Cl)cc1Cl)C(=O)OCC(N)=O (stereo not given),0.6,/,2,-0.1,-1,1,10,/,4
Cc1c(Cl)cccc1NC(=O)CNC(=O)Cc1n[nH]c(=O)c2ccccc12,-3.2,0.1,12,-1.5,-8,3,-4,-2,6
CCOC(=O)C1=C(C)NC(=O)NC1c1ccsc1 (stereo not given),-1.7,-1.0,3,-3.7,1,-5,-2,-3,0
CC(=O)c1c(C)[nH]c(C(=O)Nc2nc(-c3ccccc3)c(C)s2)c1C,-1.9,7.9,6,2.5,4,-1,2,-5,5
Cc1ccc(-n2nnnc2Sc2nc([N+](=O)[O-])nn2C)cc1,0.5,-0.8,6,-1.4,5,-2,-2,-1,5
O=C(Cc1ccccc1)Nc1ccc2c(c1)OC1(CCCC1)O2,-1.0,1.6,-3,1.5,12,-6,-1,0,2
C/C(N)=C(/C#N)C(=O)COC(=O)c1ccc(NC(N)=O)cc1,-3.4,-1.7,3,-2.0,15,5,9,-6,-37
Cc1sc2ncnc(SCC(=O)NC(C)C(C)C)c2c1C (stereo not given),0.3,/,1,3.2,-4,5,0,-1,4
Cc1ccc(OCCN(C)C(=O)C2CCC(=O)N(CCCN3CCOCC3)C2)cc1 (stereo not given),-0.8,-1.1,-1,2.7,2,-3,1,-4,5
O=C(O)CCSc1nnc(-c2ccncc2)n1-c1ccccc1,-3.0,-0.4,3,0.5,-5,-1,0,?,2
CCOC(=O)c1nnn(-c2nc(OC)nc(N(C)C)n2)c1-c1ccccc1,-2.4,-1.1,9,0.9,10,4,2,-18,-1
CCOC(=O)c1cn2nc(Oc3ccc(C(=O)OC)cc3)ccc2n1,-2.5,/,14,3.3,10,-6,100*,?,-2
CN(Cc1ccccc1)C(=O)COC(=O)c1ccc2ccccc2n1,-1.7,/,0,-0.6,-4,3,2,-11,4
O=S(=O)(c1ccc(Cl)c2ccccc12)N1CCCC1,-0.2,/,1,-1.0,3,-5,-3,1,1
COc1ccc(OC)c(-c2nnc(NC(=O)C(C)Sc3nncn3C)s2)c1 (stereo not given),-4.3,1.4,0,-0.1,18,-9,6,-4,-9
CS(=O)(=O)NN1C(=O)c2ccccc2NC1c1ccccc1 (stereo not given),-1.3,/,6,1.9,4,-5,34*,-10,-5
Cc1onc(-c2ccccc2Cl)c1C(=O)NCc1ccc(N2CCCC2=O)cc1,-3.6,0.2,-16,0.3,-10,5,2,-2,4

# Additional entries.
SMILES,FadD28 FP inh,BioA inh,MazEF act,Mtb UGM inh,GDH-TPI inh,PrPC surface inh,FBA Mtb inh,BoNT-F LC inh,Rv3671c protease
COc1ccccc1/C=C\C=N\n1c(C2CCCCC2)n[nH]c1=S,-3.4,-2.8,1,0.8,25,-1,0,-4,-5
COc1cc(Br)cc(C=Nc2cccc(C(F)(F)F)c2)c1O,0.0,/,10,0.2,10,5,-2,-3,-6
CCNC(=S)Nc1cc(OCC)c(NC(=O)c2ccco2)cc1OCC,-1.4,/,8,-2.8,9,7,5,-3,4
COCCN(C/C=C/c1ccccc1)C/C=C/c1ccccc1,-2.7,2.7,-8,-0.2,-3,-1,2,6,2
COc1cccc(Nc2nc(C(N)C3CCCCC3)cs2)n1 (stereo not given),-1.5,-2.2,/,/,-2,11,2,-20,/
COc1ccc([N+](=O)[O-])cc1NC(=O)CC(C)c1ccccc1 (stereo not given),-0.8,6.7,-3,1.3,7,-14,-11,-8,4
CC1CN(C(=O)CN(C)S(=O)(=O)c2ccc3ccccc3c2)CC(C)O1 (stereo not given),-1.6,-0.2,6,3.9,-4,-7,-1,-8,-7
CCC(=O)c1c(CC)c2n3c1CC[C@H]3CCC2,0.0,-2.4,-1,-1.1,8,-1,-3,4,-12

# Rows are unselected (roughly 4.8% active in at least one column).
